Source: PubChem
PKM2 act: qHTS Assay for Activators of Human Muscle isoform 2 Pyruvate Kinase | Pyruvate kinase PKM (Homo sapiens), P14618 | purified PKM2, Kinase-Glo ATP luminescence, activation; response scale: 0% is enzyme alone, no compound | Potency, µM (top dose mostly 57.5 µM), without a hit: at the top dose activation, actives largely listed as activators | 260,000 compounds, 0.34% hits | AID 1631, 2009; also: potency is read from the fitted curve at half-maximal effect; % is scaled to controls: 0 for no effect and ±100 for the full control effect; nearly all actives have a fitted effect of over 55% in size
Target sequence (P14618 whole entry, looked up, canonical isoform): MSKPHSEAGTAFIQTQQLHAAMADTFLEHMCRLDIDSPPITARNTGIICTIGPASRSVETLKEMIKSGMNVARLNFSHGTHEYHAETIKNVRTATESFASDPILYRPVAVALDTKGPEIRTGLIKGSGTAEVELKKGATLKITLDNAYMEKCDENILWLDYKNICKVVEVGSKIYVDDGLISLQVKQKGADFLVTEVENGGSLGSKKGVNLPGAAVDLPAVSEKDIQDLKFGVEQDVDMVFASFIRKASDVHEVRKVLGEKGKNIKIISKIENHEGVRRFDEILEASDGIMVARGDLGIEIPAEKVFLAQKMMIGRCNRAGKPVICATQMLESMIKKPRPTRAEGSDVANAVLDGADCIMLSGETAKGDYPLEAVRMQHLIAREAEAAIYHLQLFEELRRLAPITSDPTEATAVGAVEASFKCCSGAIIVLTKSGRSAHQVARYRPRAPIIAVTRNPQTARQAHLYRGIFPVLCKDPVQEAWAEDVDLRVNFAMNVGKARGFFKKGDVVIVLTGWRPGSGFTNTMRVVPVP
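hPK-M2, >95% pure; 0.1 mM ADP / 0.5 mM PEP final; imidazole pH7.2 buffer w/ 7 mM MgCl2, 50 mM KCl; 1 h RT; Kinase-Glo lum. Intermediate enzyme activity for dual inhibitor/activator qHTS.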
p53 reactivator: qHTS assay for re-activators of p53 using a Luc reporter. H1299 p53-A138V BP100-luciferase reporter, luminescence, 24 h. Potency, µM (top dose mostly 92.2 µM), for inactives: at the highest dose activity change, positive = activation, most hits filed as activators. 320,000 compounds, 0.063% hits; also: potency is read from the fitted curve at half-maximal effect; % of control where 0% means no effect; nearly all actives have a fitted effect of over 45% in size
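p53-null H1299 cells stably carrying temperature-sensitive p53-A138V and a BP100-luciferase reporter were pinned with compounds (4-point, 1:5 series) and held 24 hrs at 37 deg C. Luminescence was read 10 min after detection reagent.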
Menin MLL FP TR: qHTS Assay for Inhibitors Targeting the Menin-MLL Interaction in MLL Related Leukemias: Competition With Texas Red Labeled MLL-derived Mutant Peptide. O00255. Menin + Texas Red MLL mutant peptide, fluorescence polarization. Potency, µM (doses to about 61.6 µM), for the others: at the highest dose FP activity change, negative = inhibition, most hits filed as inhibitors. 270,000 compounds, 0.23% hits; active = well fitted inhibition curve with a large enough effect in the polarisation, with a control signal flat, not every such curve was filed as active; inconclusive = small, poorly fitted or top-dose-only effect, or effect the other way, or a change in a side signal; inactive = no such curve, though single readings can be large or run the other way; the % refers to the polarisation; also: potency is read from the fitted curve at half-maximal effect; % of control where 0% means no effect; many of its hits are not listed in these tables
NPC1 promoter act: qHTS Assay for NPC1 Promoter Activators; 320,000 compounds, 2.4% hits; Huh7 NPC1 promoter luciferase reporter, 24 h; Potency, µM (titrated, usually from 9.22 µM), inactives show top-dose activation, hits mostly activators;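 also: potency is read from the fitted curve at half-maximal effect; % of control where 0% means no effect; nearly all actives have a fitted effect of over 60% in size; reporter is driven by a mutant NPC1 promoter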
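Stable NPC1-promoter luciferase Huh7 line; cpd (DMSO) 24 h, 37 °C, 5% CO2; Amplite luciferase reagent 10 min RT; luminescence readout. qHTS format.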
Gal4-VP16 FLuc: VP16 counterscreen qHTS for inhibitors of ROR gamma transcriptional activity. Potency, µM (series often up to 53.6 µM), for inactives: top-dose activity, negative = inhibition, usual class: inhibitors. AID 2546, 2010. 310,000 compounds, 3.5% hits. Drosophila S2 Gal4-VP16 UAS-luciferase, luminescence, 20 h;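 also: Gal4-VP16 expression switched on by copper sulfate through the metallothionein promoter; potency is read from the fitted curve at half-maximal effect; % is scaled to controls: 0 for no effect and ±100 for the full control effect; nearly all actives have a fitted effect of over 50% in size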
Rab9 prom act: qHTS Assay for Rab9 Promoter Activators; Huh7 Rab9 promoter-luciferase reporter, luminescence, 24 h; Potency, µM (top dose mostly 9.22 µM), for inactives: at the top dose activation, negative = inhibition, actives largely listed as activators; 320,000 compounds, 2.8% hits; AID 485297, 2010; also: potency is read from the fitted curve at half-maximal effect; % of control where 0% means no effect; nearly all actives have a fitted effect of over 60% in size
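Quantitative HTS format; Huh7 Rab9-luciferase reporter cells (1500/well) receive compound 2 h post-plating, incubate 24 h at 37 °C, then get luciferase reagent for 10 min before luminescence reading.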
BRCA1 expr up: qHTS Assay to Identify Small Molecule Activators of BRCA1 Expression. 380,000 compounds, 1.1% hits. Potency, µM (highest dose often 46.1 µM), for the others: top-dose activation, actives largely listed as activators. MCF7-BRCA1-FFLuc reporter, luminescence, 48 h; response scale: scaled: vehicle 0%, 10 µM genistein 100%; also: potency is read from the fitted curve at half-maximal effect; nearly all actives have a fitted effect of over 80% in size; some results filed as inactive show a strong effect at the top dose
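48 h compound treatment of MCF7-BRCA1-FFLuc cells (phenol-red free MEM, 37 °C), then 15 min with luciferase substrate and luminescence imaging.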
FLuc modulator: qHTS profiling assay for firefly luciferase inhibitor/activator using purifed enzyme and Km concentrations of substrates (counterscreen for miR-21 project). Luciferin 4-monooxygenase (Photinus pyralis), P08659. purified FLuc, Km substrates, luminescence inhibition. Potency, µM (highest dose often 57.5 µM), for the others: top-dose activity change, negative = inhibition, most hits filed as inhibitors. 360,000 compounds, 6.9% hits;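 also: potency is read from the fitted curve at half-maximal effect; plate controls were vehicle for no effect and reference inhibitor for full effect; nearly all actives have a fitted effect of over 55% in size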
Target sequence (P08659 whole entry, looked up): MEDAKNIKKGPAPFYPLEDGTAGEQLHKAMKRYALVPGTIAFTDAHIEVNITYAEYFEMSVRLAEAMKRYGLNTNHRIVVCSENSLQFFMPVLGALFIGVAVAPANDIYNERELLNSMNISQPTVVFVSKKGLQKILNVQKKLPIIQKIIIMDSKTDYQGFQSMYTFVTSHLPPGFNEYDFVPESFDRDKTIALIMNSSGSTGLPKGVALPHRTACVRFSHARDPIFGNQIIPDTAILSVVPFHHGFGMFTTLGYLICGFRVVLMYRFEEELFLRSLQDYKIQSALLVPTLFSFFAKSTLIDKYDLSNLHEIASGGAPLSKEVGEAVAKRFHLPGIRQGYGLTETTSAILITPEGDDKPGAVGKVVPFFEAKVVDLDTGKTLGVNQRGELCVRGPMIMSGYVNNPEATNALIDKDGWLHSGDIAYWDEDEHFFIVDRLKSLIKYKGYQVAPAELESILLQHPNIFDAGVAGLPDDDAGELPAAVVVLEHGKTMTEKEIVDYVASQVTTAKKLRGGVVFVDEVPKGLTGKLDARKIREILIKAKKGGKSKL
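Purified P. pyralis luciferase (10nM final) with 10uM D-luciferin and 10uM ATP (Km levels) in 50mM Tris acetate pH 7.5, 10mM Mg acetate, 0.01% Tween-20, 0.05% BSA; qHTS 6-point titration, ~60 µM downward; luminescence read.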
ELG1 genotox: qHTS screen for small molecules that induce genotoxicity in human embryonic kidney (HEK293T) cells expressing luciferase-tagged ELG1; HEK293T ELG1-luciferase reporter, luminescence, 16 h; Potency, µM (doses to about 46 µM), inactives show at the highest dose activity change, positive = activation, hits mostly activators; 330,000 compounds, 1.3% hits; also: potency is read from the fitted curve at half-maximal effect; % of control where 0% means no effect; nearly all actives have a fitted effect of over 60% in size
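After overnight (16 hr) compound treatment at 37 °C, ELG1-luciferase HEK293T cells were lysed with ONE-Glo; luminescence quantified 30 min later at room temperature.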
Giardia kill: Small Molecules that selectively kill Giardia lamblia: qHTS. activity change, % at 7.66 µM, hits read low. Giardia lamblia trophozoite viability. AID 540267, 2011. 340,000 compounds, 0.15% hits; in the data active = activity change below about -80%; inconclusive = between about -30% and that limit;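 also: parasites exposed to compound for two days anaerobically before the ATP read; % is scaled to controls: 0 for no effect and ±100 for the full control effect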
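Giardia lamblia trophozoites (100 cells/well) were incubated with compounds for 48 h at 37 deg C under anaerobic conditions. Viability was read as ATP content by one-step luminescence after 15-30 min at room temperature.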
RORgamma inh: qHTS for inhibitors of ROR gamma transcriptional activity; AID 2551, 2010; Potency, µM (titrated, usually from 53.6 µM), for the others: at the top dose activity change, negative = inhibition, actives largely listed as inhibitors; Drosophila S2 Gal4-RORgamma UAS-luciferase reporter, 20 h; 310,000 compounds, 5.4% hits; also: potency is read from the fitted curve at half-maximal effect; % is scaled to controls: 0 for no effect and ±100 for the full control effect; nearly all actives have a fitted effect of over 60% in size
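Schneider cells (Drosophila), stable Gal4 DBD–ROR gamma + UAS-luc; 1 hr cmpd preincubation; Cu2+ induction 700 uM final; 20 hr ambient; luminescence.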
* hit, by the source's call; u = inconclusive; x = not tested or not shown; & = joins results of further samples; [ ] = dose if it differs, or a comment. Unless noted, calls follow the shape of the dose curve; as a rule, active = well fitted curve in the direction sought with a large enough effect; inconclusive = small, poorly fitted or top-dose-only effect, or another doubt; inactive = no such curve, though single readings can be large; an effect the other way counts as inactive or inconclusive.

Each structure is followed by: PKM2 act	p53 reactivator	Menin MLL FP TR	NPC1 promoter act	Gal4-VP16 FLuc	Rab9 prom act	BRCA1 expr up	FLuc modulator	ELG1 genotox	Giardia kill	RORgamma inh
> Cc1ccc(C)c(NC(=O)CSc2nnc(-c3ccccc3)n2N)c1
 : 0%	2%	-1%	1%	2%	-9%	-35%	2%	-6%	-9	7%
> COc1cccc(Cn2c(-c3nonc3N)nc3ccccc32)c1
 : 0%	10%	u	-27%	-11%	-25%	-65%	-1%	21%	u	-3%
> COc1ccc(C(=O)COC(=O)[C@H](C)Nc2ccc(C(F)(F)F)cc2[N+](=O)[O-])cc1
 : 2%	-2%	4%	0%	0%	-3%	-15%	1%	-5%	3	-22%
> O=C(COC(=O)c1cccnc1Cl)NCCc1ccccc1
 : x	-5%	x	-6%	x	0%	12%	-1%	0%	24	x
> CN(CCNC(=O)c1cc2c(-c3ccccc3F)nn(C)c2s1)C1CCCCC1
 : x	-5%	u	-5%	2%	-4%	-27%	-1%	-3%	6	-20%
> COc1ccc(CCN2CC(C(=O)N3CCSCC3)CCC2=O)cc1 (stereo not drawn)
 : 0%	-1%	-13%	2%	-1%	-1%	-15%	-6%	4%	-6	-18%
> O=C(NCc1csc(-c2cccs2)n1)C1CCCCC1
 : 1%	16%	x	u	-14%	u	u	u	u	-19	1%
> O=S(=O)(c1cccc2nsnc12)N1CCNCC1
 : 1%	3%	27%	-7%	-4%	0%	-8%	-2%	4%	5	-10%
> O=C(CN1c2ccccc2Sc2ccccc21)N/N=C/c1ccc(Cl)cc1Cl
 : 6%	u	x	-30%	-2%	0%	-44%	0%	-1%	3	4%
> CC1CCN(c2ccc(NC(=O)Cn3c(=O)oc4ccccc43)cc2)CC1
 : x	0%	x	0%	-14%	0%	41%	2%	3%	16	16%
> Cc1cc(CO)nn1-c1ccc([N+](=O)[O-])cc1
 : 0%	7%	x	-1%	-11%	-2%	10%	5%	0%	1	-2%
> Cc1noc(C)c1C(=O)Nc1c(F)cc(F)cc1Br
 : -8%	0%	-11%	0%	-6%[0.365 µM]	-2%	-1%	3%	7%	7	0%
> Cc1c(N2C(=O)CSC2=S)c(=O)n(-c2ccccc2)n1C
 : -3%	2%	8%	1%	1%	5%	0%	1%	0%	9	13µM*
> CN(C(=S)NC(=O)c1ccccc1)c1c(N)n(Cc2ccccc2)c(=O)[nH]c1=O
 : 7%	-5%	x	-2%	4%	-2%	-3%	0%	3%	-4	-18%
> CCOC(=O)Nc1ccc2c(c1)N(C(=O)CCN1CCN3CCCC3C1)c1ccccc1CC2 (stereo not drawn)
 : -1%	1%	-1%	0%	6%	0%	-2%	-5%	6%	15	10%
> CCS(=O)(=O)N1CCCC(C(=O)NC2CCC(C)CC2)C1 (stereo not drawn)
 : 2%	5%	10%	21%	-9%	-3%	61%	-3%	6%	-18	20%
> Cc1ccccc1C([O-])=Nc1ccc[n+](-c2nc3ccccc3nc2NS(=O)(=O)c2ccccc2)c1
 : -3%	-3%	x	2%	6%	-2%	-8%	-1%	-2%	-7	42%
> CC12CC(c3ccccc3O1)N(C(=O)c1ccc(Br)o1)C(=O)N2c1ccccc1 (stereo not drawn)
 : 3%	2%	x	-3%	-6%	-2%	-23%	8%	0%	2	-1%
> O=C(Nc1ccccc1Cl)Oc1ccc(-c2ccccc2)cc1
 : 6%	4%	39%[activator]	1%	-5%	10%	64%	u	1%	36[activator]	0%
> NC(=O)c1cc(S(=O)(=O)NCc2ccccc2)cs1
 : x	0%	4%	-3%	-4%	-5%	9%	4%&-6%	-5%	1	4%
> c1ccc(-n2nnnc2Sc2ncnc3sc4c(c23)CCCC4)cc1
 : 10%	-14%	u	-2%	u	0%	-58%	2%	-17%	-11	u
> O=C(Nc1ccc(-c2cn3c(n2)SCC3)cc1)c1ccco1
 : 23%	17%	x	2.5µM*	-7%	0.89µM*	111%	8.5µM*	u	-14	5%
> C=CCc1ccccc1OCC(O)CN1CCN(c2ccccc2OC)CC1 (stereo not drawn)
 : -3%	10%	-8%	-1%	-17%	0%	-9%&-10%	6%	2%	6	-7%
> CCOc1ccccc1NC(=O)CN1CCN(Cc2ccccc2)CC1
 : x	-7%	-15%	0%	0%	1%	-10%	-2%	-1%	-6	-4%
> COCc1c(C(=O)N/N=C/c2ccncc2)nnn1-c1nonc1N
 : x	-5%	0%	3%	0%	-6%	6%	3%	-1%	-22	2%
> CC1(C)Cc2ccccc2-c2nnc(C(F)(F)F)n21
 : 8%	-2%	16%	4%	-10%	-4%	2%	6%	0%	-18	17%
> Cc1ccccc1NC(=S)N1CCN(c2ccccc2C)CC1
 : -8%	11%	-1%	-1%	5.6µM*	-1%	-1%	-1%	-6%	4	2.8µM*
> CCOc1ccc(N(CC(=O)NCc2ccccc2)C(=O)CCC(=O)Nc2nccs2)cc1
 : 4%	-5%	7%	-4%	7%	0%	-19%	2%	-5%	-11	18%
> CC(C)CNC(=O)C(=O)Nc1cc2c3c(c1)C(C)C(=O)N3CCC2 (stereo not drawn)
 : x	6%	x	1%	-9%	-3%	-21%	-1%	u	-16	-12%
> Cc1cccc(-c2nsc(SCC(=O)N3CCCC3)n2)c1
 : -11%	6%	2%	1.6µM*	u	1.4µM*	u	6µM*	u	-1	7.1µM*

Exported as tab-separated lines: 2 of the compounds above.
molecule	PKM2 act	p53 reactivator	Menin MLL FP TR	NPC1 promoter act	Gal4-VP16 FLuc	Rab9 prom act	BRCA1 expr up	FLuc modulator	ELG1 genotox	Giardia kill	RORgamma inh
COc1ccc(C(=O)COC(=O)[C@H](C)Nc2ccc(C(F)(F)F)cc2[N+](=O)[O-])cc1	2%	-2%	4%	0%	0%	-3%	-15%	1%	-5%	3	-22%
O=C(COC(=O)c1cccnc1Cl)NCCc1ccccc1	x	-5%	x	-6%	x	0%	12%	-1%	0%	24	x

(continued)
Each structure is followed by: PKM2 act	p53 reactivator	Menin MLL FP TR	NPC1 promoter act	Gal4-VP16 FLuc	Rab9 prom act	BRCA1 expr up	FLuc modulator	ELG1 genotox	Giardia kill	RORgamma inh
> O=C(CCCn1c(=S)[nH]c2cc3c(cc2c1=O)OCO3)NCc1ccco1
 : 2%	0%	-8%	-2%	15%	-1%	-28%	2%	-1%	-11	11%
> Cc1nn(C)cc1CNC(=O)C1CCC(=O)N(Cc2cccc(C(F)(F)F)c2)C1 (stereo not drawn)
 : -4%	-1%	x	0%	-5%	20%	-1%	5%	0%	13	-4%
> COc1ccc(Cn2c(=O)sc3ccccc32)cc1OC
 : -1%	3%	0%	-5%	u	-28%	-67%	1%	u	-7	7%
> O=C(NNC(=S)NCc1ccco1)c1cccs1
 : 0%	-2%	2%	1%	-19%	2%	-16%	4%	3%	-3	-35%
> Cc1ccc(C)c(Cn2c(=O)n(CCC(=O)NCc3ccco3)c(=O)c3sccc32)c1
 : -2%	-8%	-21%	1%	4%	-8%	-31%	0%	5%	2	-6%

Five of the entries above in order of their number in RORgamma inh, falling.
| SMILES | RORgamma inh |
| --- | --- |
| O=C(CCCn1c(=S)[nH]c2cc3c(cc2c1=O)OCO3)NCc1ccco1 | 11% |
| COc1ccc(Cn2c(=O)sc3ccccc32)cc1OC | 7% |
| Cc1nn(C)cc1CNC(=O)C1CCC(=O)N(Cc2cccc(C(F)(F)F)c2)C1 (stereo not drawn) | -4% |
| Cc1ccc(C)c(Cn2c(=O)n(CCC(=O)NCc3ccco3)c(=O)c3sccc32)c1 | -6% |
| O=C(NNC(=S)NCc1ccco1)c1cccs1 | -35% |

Only part of the results is shown. The share of hits here may be higher or lower than overall.
